Bioassay records from PubChem BioAssay.
Rab9 prom act: Rab9 promoter activation | Huh7 Rab9 promoter-luciferase reporter, luminescence, 24 h | Potency, µM (highest dose often 9.22 µM), for the others: at the top dose activation, negative = inhibition, usual class: activators | hit rate 2.8% among 320,000 | AID 485297; further: % of control where 0% means no effect; nearly all actives have a fitted effect of over 60% in size
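Luciferase signal after 10 min detection reagent at ambient indicates Rab9 promoter upregulation; stably transfected Huh7 cells were treated 24 h with compound in DMSO at 37 °C, 5% CO2.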
Gal4-VP16 FLuc: Gal4-VP16 reporter inhibition counter-screen | Potency, µM (highest dose often 53.6 µM), inactives show top-dose activity, negative = inhibition, most hits filed as inhibitors | AID 2546 | hit rate 3.5% among 310,000 | Drosophila S2 Gal4-VP16 UAS-luciferase, luminescence, 20 h;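 further: Gal4-VP16 expression switched on by copper sulfate through the metallothionein promoter; on the % scale 0 is the no-effect control and ±100 the full control effect; nearly all actives have a fitted effect of over 50% in size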
BRCA1 expr up: BRCA1 expression activation | MCF7-BRCA1-FFLuc reporter, luminescence, 48 h; response scale: scaled: vehicle 0%, 10 µM genistein 100% | Potency, µM (titrated, usually from 46.1 µM), without a hit: at the highest dose activation, hits mostly activators | hit rate 1.1% among 380,000; further: nearly all actives have a fitted effect of over 80% in size; some results filed as inactive show a strong effect at the top dose
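MCF7-BRCA1-FFLuc cells, 2000/well in phenol-red-free MEM, attached 2 h then treated 48 h at 37 C. Luciferase luminescence read 15 min after reagent; normalized to genistein maximum activation (10microM) and DMSO, concentration-response fitted.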
RORg inh: inhibitors of mouse ROR gamma transcriptional activity; P51450; Drosophila S2 Gal4-RORgamma UAS-luciferase reporter, 20 h; Potency, µM (series often up to 53.6 µM), for the others: top-dose activity change, negative = inhibition, usual class: inhibitors; hit rate 5.4% among 310,000; AID 2551; further: on the % scale 0 is the no-effect control and ±100 the full control effect; nearly all actives have a fitted effect of over 60% in size
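Read-out: Photinus luciferase luminescence; inhibitors lower reporter signal. Insect Schneider cells with Gal4-ROR gamma fusion under metallothionein promoter, UAS reporter; 700 uM final copper sulfate induction, 20 hr, ambient temperature.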
MBNL1 CUG block: inhibitors of human MBNL1 binding to CUG repeat RNA. hit rate 0.036% among 280,000. AID 2675. TR-FRET MBNL1-His/biotin-(CUG)12 binding, 665/545 ratio. Q9NR56. Potency, µM (top dose mostly 57.5 µM), for the others: at the top dose activity change, negative = inhibition, usual class: inhibitors; active means well fitted inhibition curve with a large enough effect in the signal ratio, with a control signal flat, not every such curve was filed as active; inconclusive means small, poorly fitted or top-dose-only effect, or effect the other way, or a change in a side signal; inactive means no such curve, though single readings can be large or run the other way; the % refers to the signal ratio; further: on the % scale 0 is the no-effect control and ±100 the full control effect
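Inhibition of protein-RNA binding appears as loss of TR-FRET between terbium anti-His antibody on MBNL1-His and streptavidin-XL665 on biotin-(CUG)12. Activity is normalized to buffer-only and uninhibited-complex controls.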
uPA surface inh: inhibitors of cell surface uPA generation; hit rate 0.31% among 330,000; Potency, µM (highest dose often 38.3 µM), for the others: top-dose activity change, negative = inhibition, usual class: inhibitors; cell surface uPA generation assay, qHTS; AID 540303; active means well fitted inhibition curve with a large enough effect; inconclusive means small, poorly fitted or top-dose-only effect; inactive means no such curve, though single readings can be large or run the other way; tested in mouse RAW 264.7 cells; further: on the % scale 0 is the no-effect control and ±100 the full control effect; nearly all actives have a fitted effect of over 55% in size
ELG1 genotoxic: genotoxicity induction in ELG1-luciferase HEK293T cells; AID 504466; hit rate 1.3% among 330,000; HEK293T ELG1-luciferase reporter, luminescence, 16 h; Potency, µM (titrated, usually from 46 µM), inactives show top-dose activity change, positive = activation, usual class: activators; further: % of control where 0% means no effect; nearly all actives have a fitted effect of over 60% in size
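Reporter readout depends on ELG1 protein level, which increases with genetic stress. After 16 hr compound exposure at 37 °C, luciferase activity was quantified using ONE-Glo.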
FLuc counter: counter-screen for miR-21 project: firefly luciferase inhibitors or activators | P08659 | purified FLuc, Km substrates, luminescence inhibition | Potency, µM (titrated, usually from 57.5 µM), for inactives: top-dose activity change, negative = inhibition, usual class: inhibitors | hit rate 6.9% among 360,000 | AID 588342;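 further: plate controls were vehicle for no effect and reference inhibitor for full effect; nearly all actives have a fitted effect of over 55% in size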
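Purified P. pyralis luciferase, 10 nM final, with Km-level 10 uM D-luciferin and 10 uM ATP in 50 mM Tris acetate pH 7.5, 10 mM Mg acetate, 0.01% Tween-20, 0.05% BSA; 6-point qHTS titration about 60 µM downward; luminescence read.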
p53 reactivator: restores transcriptional activity of mutant p53; Potency, µM (series often up to 92.2 µM), inactives show at the top dose activity change, positive = activation, actives largely listed as activators; hit rate 0.063% among 320,000; H1299 p53-A138V BP100-luciferase reporter, luminescence, 24 h; further: % of control where 0% means no effect; nearly all actives have a fitted effect of over 45% in size
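H1299 (p53-null), stable ts p53-A138V + BP100-Luc; 1000 cells/well, Opti-MEM/10% FBS; cpd 4 pt, 1:5; 24 h, 37 deg C, 5% CO2; detection reagent 10 min RT; luminescence.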
CXXC DNA block: blocks binding of human MLL CXXC domain to DNA | Q03164 | MLL-CXXC / FITC-HOXA9 DNA fluorescence polarization | Potency, µM (top dose mostly 115 µM), without a hit: at the highest dose activity change, negative = inhibition, hits mostly inhibitors | hit rate 0.037% among 290,000; active means well fitted inhibition curve with a large enough effect in the polarisation, with a control signal flat, not every such curve was filed as active; inconclusive means small, poorly fitted or top-dose-only effect, or effect the other way, or a change in a side signal; inactive means no such curve, though single readings can be large or run the other way; the % refers to the polarisation
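Fluorescence polarization: 7 uM MLL-CXXC (stock) preincubated 5 min with compounds, then 50 nM fluorescein-HOX-A9 DNA (stock) added; 30 min ambient. Buffer 50 mM Tris-HCl pH 7.5, 50 mM NaCl, 1 mM DTT, 0.05% BSA.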
NPC1 promoter act: activators of NPC1 promoter. Huh7 NPC1 promoter luciferase reporter, 24 h. Potency, µM (highest dose often 9.22 µM), inactives show at the top dose activation, most hits filed as activators. hit rate 2.4% among 320,000. AID 485313;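 further: % of control where 0% means no effect; nearly all actives have a fitted effect of over 60% in size; reporter is driven by a mutant NPC1 promoter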
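Luminescence read-out of NPC1 promoter-driven luciferase in stably transfected Huh7 cells; compounds delivered in DMSO and left 24 h at 37C, 5% CO2, qHTS titration format.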
* marks the source's active call; other numbers are inactive results; ? = inconclusive; nt = no result given; & = joins results of further samples; [ ] = remark or other dose. Unless noted, the call rests on the fitted dose curve; in most records, active means well fitted curve in the direction sought with a large enough effect; inconclusive means small, poorly fitted or top-dose-only effect, or another doubt; inactive means no such curve, though single readings can be large; an effect the other way counts as inactive or inconclusive. Potency means the concentration at half of the fitted maximal effect. These rows are one share of the data, so the mix of outcomes need not match the whole.

SMILES	Rab9 prom act	Gal4-VP16 FLuc	BRCA1 expr up	RORg inh	MBNL1 CUG block	uPA surface inh	ELG1 genotoxic	FLuc counter	p53 reactivator	CXXC DNA block	NPC1 promoter act
O=C(NCC1CCCO1)C1CCN(S(=O)(=O)c2ccc(Br)cc2)CC1 (configuration not stated)	2%	-3%	-11%	4%	5%	-9%	-2%	4%	-7%	-27%	0%
COc1ccc(C[C@@H]2CN3C(=NC[C@@H]3Cc3ccc(O)cc3)N2C[C@H](C)NC(=O)CCC2CCCCC2)cc1	-3%	1%	-32%	0%	-16%	3%	-5%	-2%	0%	7%	-1%
CC1=C(C(=O)Nc2ccc(C(=O)N3CCN(c4cccc(Cl)c4)CC3)cc2)SCCO1	0%	2%	10%	31%	-1%	-5%	-8%	3%	-6%	-1%	-9%
CC(=O)Nc1ccc(NC(=O)C(C)OC(=O)C2CCN(S(=O)(=O)c3cccs3)CC2)cc1 (configuration not stated)	-5%	-20%	10%	21%	0%	2%	1%	-2%	-2%	-16%	-4%
O=C(COc1ccccc1Cl)Nc1ccc(S(=O)(=O)N2CCOCC2)cc1	-9%	-6%	10%	15%	8%	-5%	-6%	0%	0%	4%	4%
O=C(CCn1c(=S)oc2ccccc21)Nc1cccc(O)c1	-1%	-1%	-12%	38%	-17%	4%	-4%	-3%	-2%	2%	0%
CCn1c(C)cc(/C=C2\NC(=O)N(Cc3ccc(Cl)cc3)C2=O)c1C	-1%	2%	-20%	19%	-8%	nt	11%	0%	11%	6%	-4%
COC(=O)CNC(=O)COC(=O)c1cc(SC)ccc1Cl	-1%	-14%	-8%	13%	-3%	9%	0%	1%	-1%	3%	-2%
O=C(NC1CCN(C(=S)Nc2ccc(Cl)cc2)CC1)c1ccco1	-5%	4%	-35%	3%	-2%	-1%	-4%	-1%	1%	-14%	-2%
COC(=O)C1C2C=CC3(CN(C4CCCC4)C(=O)C13)O2 (configuration not stated)	0%	-4%	0%	0%	-11%	-8%	-1%	0%	11%	-2%	0%
O=C(Nc1ccc2nc3n(c(=O)c2c1)CCCCC3)c1cc([N+](=O)[O-])ccc1F	8%	-7%	-89%[inhibitor]	16%	?	-21%	-14%	-16%	-26%	6%	-4%
O=C(CNC(=O)c1nc[nH]c1C(=O)N1CCN(c2ccccc2)CC1)OCc1ccccc1	0%	-4%	0%	?	0%	4%	5%	13%	nt	1%	0%
CN(C)c1cccc(C(=O)NCc2ccc(Cl)cc2)c1	-1%	-11%	0%	23%	-11%	0%	-5%	-17%	7%	4%	0%
CC(C)CC(=O)N1CCN(S(=O)(=O)c2ccc(C3CCCCC3)cc2)CC1	-17%	nt	-15%	nt	nt	-7%	0%	3%	5%	nt	-13%
CCc1ccc(S(=O)(=O)NC(=S)Nc2ccccc2)cc1	3%	-2%	3%	5%	-2%	2%	1%	?	3%	-4%	-3%
CC[C@@]12C(=O)N(c3cccc(F)c3)C(=O)N1[C@H](c1cccc(C)c1)[C@@H]1C(=O)N(Cc3ccccc3)C(=O)[C@@H]12	-7%	-2%	-2%	14%	-2%	-6%	-1%	-1%	9%	18%	-1%
COc1ccc(C(=O)N2CCN(c3ccccn3)CC2)cc1	-1%	8%	-2%[1.84 µM]	2%	3%	1%	0%	4%	-2%	10%	-2%
O=c1[nH]cnc2c1ncn2C1OC(CO)C(O)C1O (configuration not stated)	nt	-4%&-2%&1%	11%	-3%&13%&0%	nt	-1%	nt	nt	nt	2%	nt
CCc1ccccc1NC(=O)C1CCN(C(=O)c2cccs2)CC1	-2%	9%	-14%	10%	2%	1%	-4%	1%	2%	-2%	1%
CN1CCN(CCCNC(=O)CN2C(=O)COc3ccccc32)CC1	0%	2%	-1%	-11%	3%	nt	-3%	2%	5%	1%	-4%
CC(C)c1ccc(N2C(=O)CSC23C(=O)N2CCCc4cccc3c42)cc1 (configuration not stated)	-4%	0%	-2%	12%	-4%	nt	3%	-1%	0%	-9%	0%
C/C(=C1/SC(=S)N(CCC(=O)O)C1=O)c1ccc(O)cc1	-2%[1.84 µM]	2%	2%	7%	?	-9%	0%	0%	1%	-1%	-7%
CSc1nnc(N2C(=O)C(O)=C(C(=O)c3ccco3)C2c2ccccc2)s1 (configuration not stated)	4%	2%	3%	-18%	?	?	-6%	-3%	0%	?	-2%
O=C(NCCS(=O)(=O)N1CCN(c2ccccc2F)CC1)c1ccc(Br)o1	-2%	1%	0%	15%	1%	-3%	-2%[9.26 µM]	1%	8%	1%	-10%
O=C(NCC1CCCO1)c1ccc2[nH]c3c(c2c1)CCCC3 (configuration not stated)	26%	nt	99%	nt	nt	-7%	12%	21µM*	12%	nt	5%
COc1ccc(S(=O)(=O)N(C)C)cc1NC(=O)[C@H](Cc1ccccc1)N1C(=O)c2ccccc2C1=O	-1%	-17%	15%	?	-10%	0%	-1%	-2%	-15%	0%	2%
COC(=O)C(=C/C(C)=C/c1cccs1)C(=O)OC	-7%	-12%	-80%[inhibitor]	?	28%	-5%	1%	?	-9%	3%	5%
Cc1ccc2c(CC(=O)N3CCc4ccccc43)coc2c1	4µM*	19%	?	-14%	12%	0%	?	4.3µM*	24%	-1%	3.5µM*
O=C(NNC(=O)C1CC=CCC1)c1ccccc1Br (configuration not stated)	7%	7%	68%	-6%	-2%	-2%	8%	0%	nt	-5%	12%
CC(=O)Nc1ccc(-c2nnc(SCc3c(C)cc(C)cc3C)n2C)cc1	-2%	6%	0%	-78%	-16%	-3%	1%	-9%	-3%	-4%	2%
CC(=O)c1nnn(-c2ccccc2C#N)c1C	-5%	0%	5%	-14%	1%	4%	3%	3%	-1%	0%	3%
COc1ccc(-c2nnc(SCC(=O)Nc3cc(F)ccc3C)o2)cc1	?	-28%	74%	-40%	34%[activator]	-8%	?	?	?	-2%	25%
O=C(CC(SCCO)c1ccc([N+](=O)[O-])cc1)c1ccco1 (configuration not stated)	0%	?	-28%	0%	?	?	?	2%	25%	14%	-5%
Clc1ccc(-c2nc(-c3cnccn3)no2)cc1	0.71µM*	-16%	0%	-21%	-6%	-7%	?	2.4µM*	8%	-3%	0.56µM*
O=C(c1c(F)cccc1F)N1CCCC(c2nc(-c3ccc(Cl)cc3)no2)C1 (configuration not stated)	5%	?	-13%	?	8%	?	8%	-14%	-24%	0%	-4%
O=c1cnn(Cc2ccc(F)cc2)c2ccccc12	3%	-7%	-2%	-9%	?	4%	3%	-1%	-3%	8%	-4%
COc1ccc(/C=N/n2cnn(Cc3ccccc3Cl)c2=S)cc1OC	-12%	?	-6%	22%	24%	0%	-5%	-17%	0%	0%	-10%
O=C1OCC2=C1C(c1ccc(F)cc1)CC(=O)N2c1ccc(F)cc1 (configuration not stated)	0%	5%	nt	24%	nt	nt	3%	-1%	1%	1%	-1%
COc1ccc(O)c(/C=N/NC(=S)Nc2cccc(S(=O)(=O)N(C)C)c2)c1	-24%	?	-96%	?	nt	-11%	11%	11µM*	?	32%[activator]	-12%
O=C(OCC1OC2OC3(CCCCC3)OC2C2OC3(CCCCC3)OC12)c1ccccc1 (configuration not stated)	-1%	?	-25%	7%	?	5%	-3%	3%	-7%	-1%	-2%
C/C(=N\NC(=O)CCc1ccccc1)C1C(=O)c2ccccc2C1=O	?	2µM*	-78%	0.56µM*	9%	-5%	?	?	4%	8%	18%
Cc1ccc(-n2c(Cc3cccn3C)nnc2SCC(=O)Nc2cc(C)on2)cc1	-6%	3%	0%	16%	-2%	nt	-1%	2%	-11%	-16%	1%
C=CCSc1nnc(NC(=O)c2ccc(N3CCCC3=O)cc2)s1	?	nt	67%	nt	nt	4%	15%	?	?	nt	?
CCSc1nnc(NC(=O)CCc2ccccc2)s1	13%	7%	9%	?	16%	-5%	8%	-1%	13%	9%	18%
CCOC(=O)/C=C(\C)N1N=C(c2ccccc2)CC1c1ccccc1 (configuration not stated)	?	-22%	26%	?	9%	-1%	-9%	17µM*	?	23%	8%
OC(CNCC1COc2ccccc2O1)COc1ccc(Cl)cc1 (configuration not stated)	0%	1%	9%	12%	4%	-2%	-4%	-10%	?	1%	-3%
